Screens from PubChem BioAssay.
HEK cytotox = Cytotoxic Profiling in HEK 293 Cell Line of Diverse Libraries Using Quantitative High-Throughput Screening. HEK 293 viability, ATP luminescence (CellTiter-Glo), 48-72 h. Potency, µM (highest dose often 115 µM), for the others: at the top dose activity change, negative = cytotoxicity, usual class: inhibitors. 94,000 tested, 6.6% active. AID 1345083, 2018; also: potency is read from the fitted curve at half-maximal effect; nearly all actives have a fitted effect of over 60% in size
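Pintool-delivered compounds were incubated with HEK 293 cells (250 cells/well) at 37 degree Celsius for 48 or 72 hr. ATP-dependent luminescence (CellTiter-Glo) then reported remaining viable cells.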
GPT2 inhibitor = Primary qHTS assay for inhibitors of Glutamate pyruvate transaminase 2 (GPT2) | AID 1671188, 2021 | Recombinant GPT2, coupled pyruvate oxidase/HRP Amplex Red fluorescence | 100,000 tested, 0.25% active | Potency, µM (doses to about 57.7 µM), without a hit: top-dose activity change, negative = inhibition, actives largely listed as inhibitors; also: potency is read from the fitted curve at half-maximal effect; nearly all actives have a fitted effect of over 60% in size; many of its hits are not listed in these tables
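GPT2 10ng/uL, a-KG 250uM, L-Ala 2mM, HEPES pH7.5 + 0.0001% Tween; 30 min RT. Then Amplex mix (PO/HRP/ThPP), 30 min RT dark, fluorescence. AOA 50uM used as positive control.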
IP6K1 inh = Primary qHTS assay for small molecule inhibitors of Inositol hexaphosphate kinase 1 (IP6K1); Inositol hexakisphosphate kinase 1 (Homo sapiens), Q92551; IP6K1 kinase, ADP-Glo luminescence, 2 h; stronger effect = lower value; activity change, % (series mostly up to about 58 µM); 140,000 tested, 0.81% active; AID 1645851, 2021; in the data active = activity change below about -25%
Target sequence (Q92551 whole entry, looked up): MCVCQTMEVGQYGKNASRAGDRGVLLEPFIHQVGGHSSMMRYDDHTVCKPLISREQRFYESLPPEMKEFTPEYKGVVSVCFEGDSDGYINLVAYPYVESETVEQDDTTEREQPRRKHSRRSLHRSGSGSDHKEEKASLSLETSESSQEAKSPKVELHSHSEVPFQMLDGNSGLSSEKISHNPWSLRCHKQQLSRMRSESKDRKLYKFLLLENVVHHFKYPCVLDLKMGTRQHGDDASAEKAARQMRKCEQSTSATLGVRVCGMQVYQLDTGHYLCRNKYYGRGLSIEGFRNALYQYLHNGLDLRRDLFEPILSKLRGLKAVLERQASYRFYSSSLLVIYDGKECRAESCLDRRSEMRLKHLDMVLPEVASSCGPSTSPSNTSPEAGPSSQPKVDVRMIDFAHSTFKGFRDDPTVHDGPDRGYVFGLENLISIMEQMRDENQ
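ADP-Glo luminescence measures ADP made by human IP6K1 during a 2 h RT reaction with ATP/IP6 (mix at 1.3 mM/130 uM); top library doses 57.5 and 19.1 uM final.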
HEK293 viab = GF-AFC viability counterscreen for inhibitors of alpha-synuclein gene (SNCA) expression; HEK-293-SNCA-luc viability, GF-AFC fluorescence, 24 h; Potency, µM (doses to about 57.1 µM), without a hit: top-dose activity change, negative = cytotoxicity, actives largely listed as cytotoxic; 150,000 tested, 0.12% active;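 also: potency is read from the fitted curve at half-maximal effect; 0% = DMSO-treated cells and -100% = medium-only wells without cells; nearly all actives have a fitted effect of over 30% in size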
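HEK-293-SNCA-luc cells (1500/well) plated 24 h, then exposed 24 h to a dilution series; GF-AFC added 30 min at 37C, fluorescence 405/540 nm; normalised to medium-only and DMSO wells, Hill fit.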
SNCA expr inhib = Primary qHTS assay for inhibitors of alpha-synuclein gene (SNCA) expression; HEK-293 SNCA-luciferase knock-in, luminescence, 24 h; Potency, µM (top dose mostly 57.2 µM), for the others: at the highest dose activity change, negative = inhibition, hits mostly inhibitors; 140,000 tested, 0.17% active;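 also: potency is read from the fitted curve at half-maximal effect; plate controls were DMSO cells for no effect and cell-free wells for full effect; nearly all actives have a fitted effect of over 45% in size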
NIH3T3 tox = Cytotoxic Profiling in NIH 3T3 Cell Line of Diverse Libraries Using Quantitative High-Throughput Screening | AID 1345082, 2018 | 94,000 tested, 4.3% active | Potency, µM (top dose mostly 96.7 µM), inactives show top-dose activity change, negative = cytotoxicity, actives largely listed as inhibitors | NIH 3T3 viability, CellTiter-Glo ATP luminescence, 48-72 h; also: potency is read from the fitted curve at half-maximal effect; nearly all actives have a fitted effect of over 55% in size
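ATP-dependent luminescence (CellTiter-Glo) served as the viability signal for NIH 3T3 cells treated with compound for 48 or 72 hr at 37 °C.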
FLuc inh = Firefly luciferase inhibition profiling of diverse chemical library using quantitative high-throughput screening | purified P. pyralis luciferase, luminescence, biochemical | AID 1347043, 2019 | Potency, µM (doses to about 115 µM), for the others: at the top dose activity change, negative = inhibition, usual class: inhibitors | 76,000 tested, 2.5% active; also: potency is read from the fitted curve at half-maximal effect; nearly all actives have a fitted effect of over 65% in size
Target sequence (P08659 whole entry, looked up): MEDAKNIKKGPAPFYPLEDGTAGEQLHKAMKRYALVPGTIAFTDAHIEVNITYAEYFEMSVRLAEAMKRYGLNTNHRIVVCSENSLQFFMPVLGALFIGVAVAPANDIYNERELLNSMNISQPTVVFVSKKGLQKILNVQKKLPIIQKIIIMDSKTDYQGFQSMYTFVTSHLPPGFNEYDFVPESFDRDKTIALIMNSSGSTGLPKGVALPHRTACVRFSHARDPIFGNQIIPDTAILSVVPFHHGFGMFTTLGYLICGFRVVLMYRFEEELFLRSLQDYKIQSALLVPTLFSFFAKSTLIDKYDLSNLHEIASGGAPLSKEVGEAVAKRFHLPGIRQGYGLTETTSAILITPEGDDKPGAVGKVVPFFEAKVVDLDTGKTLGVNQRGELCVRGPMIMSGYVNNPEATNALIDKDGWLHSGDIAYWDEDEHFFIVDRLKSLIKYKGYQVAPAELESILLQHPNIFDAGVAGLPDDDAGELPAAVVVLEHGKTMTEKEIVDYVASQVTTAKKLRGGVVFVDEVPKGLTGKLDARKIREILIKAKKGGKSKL
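Cell-free enzyme assay, 10nM P. pyralis luciferase, luciferin and ATP each at 10uM. Inhibition profiled over a 6-point titration, read as luminescence.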
Starred values were filed as active, the others as inactive; [ ] = dose if it differs, or a comment. Unless noted, calls follow the shape of the dose curve; as a rule, active = well fitted curve in the direction sought with a large enough effect; inconclusive = small, poorly fitted or top-dose-only effect, or another doubt; inactive = no such curve, though single readings can be large; an effect the other way counts as inactive or inconclusive. Unless noted, % is scaled to controls: 0 for no effect and ±100 for the full control effect. This is a subset (hit frequency here may not be typical).

How did CCOc1ccc(-c2ccnc(NCC3CCNCC3)n2)cc1C(=O)O do in these assays?
HEK cytotox: inactive; GPT2 inhibitor: -2%; IP6K1 inh: -4; HEK293 viab: -3%; SNCA expr inhib: -16%; NIH3T3 tox: inactive; FLuc inh: -6%

Results for O=C(Nc1cc(F)ccc1Cl)c1cc2n(n1)CC(c1ccc(Br)cc1)OC2 (stereo not drawn) ?
HEK cytotox: inconclusive; GPT2 inhibitor: inactive; IP6K1 inh: -1; HEK293 viab: 1%; SNCA expr inhib: inconclusive; NIH3T3 tox: -12%; FLuc inh: inconclusive

What do the screens show for `O=C(CC1CCCC1)N1CCC2(CC1)CC(N(C(=O)c1ccccc1)C1CC1)CCO2` (stereo not drawn)?
HEK cytotox: inconclusive; GPT2 inhibitor: 2%; IP6K1 inh: -14; HEK293 viab: 5%; SNCA expr inhib: -10%; NIH3T3 tox: -26%; FLuc inh: -9%

Results for CCn1c(CO)nnc1C1CC(NC(=O)Cc2csc(C(C)=O)c2)C1 (stereo not drawn) ?
HEK cytotox: 5%; GPT2 inhibitor: -2%[11.5 µM]; IP6K1 inh: 26; HEK293 viab: 1%; SNCA expr inhib: 1%; NIH3T3 tox: inactive; FLuc inh: 2%

Results for O=C(NCCc1ccc(F)cc1)C1CN(c2ccc(F)cc2)C(=O)N1 (stereo not drawn) ?
HEK cytotox: inconclusive; GPT2 inhibitor: -18%; IP6K1 inh: 13; HEK293 viab: -7%; SNCA expr inhib: -19%; NIH3T3 tox: inconclusive; FLuc inh: -12%

What do the screens show for `CC(C)c1noc(CCn2ccnc2-c2cnc[nH]2)n1`?
HEK cytotox: -16%; GPT2 inhibitor: -9%; IP6K1 inh: 4; HEK293 viab: -4%; SNCA expr inhib: 0%; NIH3T3 tox: -24%; FLuc inh: -12%

Results for CCCc1cc(=O)n2[nH]c(NCc3ccc(CC)cc3)nc2n1 ?
IP6K1 inh: -3; HEK293 viab: 8%; SNCA expr inhib: 6%

Results for O=C(NCCc1ccc(Cl)cc1)c1ccc2nnc(-c3ccoc3)n2c1 ?
HEK cytotox: inconclusive; GPT2 inhibitor: inactive; IP6K1 inh: -14; HEK293 viab: -6%; SNCA expr inhib: -4%; NIH3T3 tox: inconclusive

How did CC(=O)c1cc(-c2ccccc2)n(CC(=O)Nc2ccc(C)cc2C)c1C do in these assays?
IP6K1 inh: 10; HEK293 viab: 5%; SNCA expr inhib: 27%

Results for Cc1ccc(NS(=O)(=O)c2cc(-c3cc(C)no3)ccc2C)c(Cl)c1 ?
IP6K1 inh: 13; HEK293 viab: inconclusive; SNCA expr inhib: -10%

Results for O=C(CC1CCCN(c2cn[nH]c(=O)c2)C1)N1CC=C(c2ccccc2)CC1 (stereo not drawn) ?
HEK cytotox: inconclusive; GPT2 inhibitor: inactive; IP6K1 inh: 2; HEK293 viab: 6%; SNCA expr inhib: -15%; NIH3T3 tox: inconclusive; FLuc inh: -7%

How did CCOC(=O)C1=CN(CC(=O)Nc2ccc(C(F)(F)F)cc2)S(=O)(=O)N=C1C do in these assays?
HEK cytotox: inconclusive; GPT2 inhibitor: inactive; IP6K1 inh: 9; HEK293 viab: 0%; SNCA expr inhib: 4%; NIH3T3 tox: inconclusive; FLuc inh: -4%

How did COc1cccc(NC(=O)[C@@H]2C[C@@H](c3ccc(F)cc3)N(Cc3ccccc3)C2)c1 do in these assays?
HEK cytotox: inconclusive; GPT2 inhibitor: -9%[88.5 µM]; IP6K1 inh: -3; HEK293 viab: -28%[87.6 µM]; SNCA expr inhib: -36%[87.6 µM]; NIH3T3 tox: 32µM*; FLuc inh: -5%[172 µM]

What do the screens show for `O=C(NCc1ccc2c(c1)OCO2)c1ccc(-c2ccc(N3CCSCC3)nc2)cc1`?
HEK cytotox: inconclusive; GPT2 inhibitor: inactive; IP6K1 inh: -2; HEK293 viab: -15%; SNCA expr inhib: 32%[activator]; NIH3T3 tox: inconclusive; FLuc inh: inconclusive

What do the screens show for `COCC1CN(C2CCC2)CC12CCN(C(=O)CC1CCCC1)CC2` (stereo not drawn)?
HEK cytotox: -24%; GPT2 inhibitor: -5%; IP6K1 inh: 8; HEK293 viab: 0%; SNCA expr inhib: 2%; NIH3T3 tox: -5%; FLuc inh: -7%

What do the screens show for `COc1cccc2cc(-c3nc(Cl)c4c5c(sc4n3)CC(C)CC5)c(=O)oc12` (stereo not drawn)?
IP6K1 inh: 4; HEK293 viab: -5%; SNCA expr inhib: 8%

What do the screens show for `CN(C)C[C@@H]1CN(S(C)(=O)=O)C[C@H]1NC(=O)c1cnco1`?
HEK cytotox: -6%; GPT2 inhibitor: inactive; IP6K1 inh: 2; HEK293 viab: -2%; SNCA expr inhib: -6%; NIH3T3 tox: -3%; FLuc inh: -9%

What do the screens show for `CC(=O)Nc1ccc(CN2CC(N(C)c3ccccc3C)C2)cc1`?
HEK cytotox: inconclusive; GPT2 inhibitor: 0%[88.5 µM]; IP6K1 inh: 0; HEK293 viab: -12%[87.6 µM]; SNCA expr inhib: -13%[87.6 µM]; NIH3T3 tox: inconclusive; FLuc inh: 3%[172 µM]

What do the screens show for `O=C1NC2(CCN(Cc3ccc(F)cc3)C2)OCc2ccccc21` (stereo not drawn)?
HEK cytotox: inconclusive; GPT2 inhibitor: inactive; IP6K1 inh: 28; HEK293 viab: 2%[87.6 µM]; SNCA expr inhib: 15%[87.6 µM]; NIH3T3 tox: -23%[138 µM]; FLuc inh: 1%[172 µM]

How did COc1ccc(CCNC(=O)CCCn2c(=O)c3ccccc3n(Cc3ccc(F)cc3Cl)c2=O)cc1OC do in these assays?
IP6K1 inh: 14; HEK293 viab: -9%; SNCA expr inhib: 29%

Of the compounds above, 3 contain an aryl methoxy group:
How did COc1cccc(NC(=O)[C@@H]2C[C@@H](c3ccc(F)cc3)N(Cc3ccccc3)C2)c1 do in these assays?
HEK cytotox: inconclusive; GPT2 inhibitor: -9%[88.5 µM]; IP6K1 inh: -3; HEK293 viab: -28%[87.6 µM]; SNCA expr inhib: -36%[87.6 µM]; NIH3T3 tox: 32µM*; FLuc inh: -5%[172 µM]

What do the screens show for `COc1cccc2cc(-c3nc(Cl)c4c5c(sc4n3)CC(C)CC5)c(=O)oc12` (stereo not drawn)?
IP6K1 inh: 4; HEK293 viab: -5%; SNCA expr inhib: 8%

How did COc1ccc(CCNC(=O)CCCn2c(=O)c3ccccc3n(Cc3ccc(F)cc3Cl)c2=O)cc1OC do in these assays?
IP6K1 inh: 14; HEK293 viab: -9%; SNCA expr inhib: 29%

Remaining list, next part.
What do the screens show for `CN(Cc1csc(-c2ccccc2)n1)C(=O)c1ccc(-n2cnnn2)cc1`?
HEK cytotox: inconclusive; GPT2 inhibitor: -41%; IP6K1 inh: -12; HEK293 viab: 2%; SNCA expr inhib: -4%; NIH3T3 tox: inconclusive; FLuc inh: -12%

How did CC(=O)c1ccc(NC(=O)c2cnc(N3CCCC3)nc2C)cc1 do in these assays?
IP6K1 inh: 11; HEK293 viab: -6%; SNCA expr inhib: 60%[activator]

What do the screens show for `O=S(=O)(NC1CCCN(Cc2ccccc2F)C1)c1ccccc1` (stereo not drawn)?
HEK cytotox: -2%; GPT2 inhibitor: -11%; IP6K1 inh: -11; HEK293 viab: -4%; SNCA expr inhib: 1%; NIH3T3 tox: -21%; FLuc inh: 1%

How did COCCOC1CCOC2(CCN(S(=O)(=O)c3cccc(OC)c3)CC2)C1 (stereo not drawn) do in these assays?
HEK cytotox: -2%; GPT2 inhibitor: inactive; IP6K1 inh: 10; HEK293 viab: 0%[12.5 µM]; SNCA expr inhib: 3%; NIH3T3 tox: -2%; FLuc inh: -2%

What do the screens show for `O=C([C@@H]1C[C@H](Oc2ccccc2)CN1C(=O)CCC1CCCC1)N1CCCC1`?
HEK cytotox: -27%; GPT2 inhibitor: -21%; IP6K1 inh: 32; HEK293 viab: -16%; SNCA expr inhib: inconclusive; NIH3T3 tox: inconclusive; FLuc inh: -1%

What do the screens show for `NC(=O)c1nc(CNC(=O)[C@H]2CCC[C@H](O)C2)no1`?
HEK cytotox: inconclusive; GPT2 inhibitor: 1%; IP6K1 inh: 5; HEK293 viab: 2%; SNCA expr inhib: -9%; NIH3T3 tox: -3%; FLuc inh: 9%

How did COc1cccc(C(=O)NC2CCN(c3cc(C(F)(F)F)nc(C)n3)CC2)c1 do in these assays?
HEK cytotox: inconclusive; GPT2 inhibitor: -6%; IP6K1 inh: 12; HEK293 viab: 5%; SNCA expr inhib: -14%; NIH3T3 tox: -23%; FLuc inh: 0%

Results for O=C1CCCN1CCCN1C(=O)[C@H]2CN(Cc3cccc(Cl)c3F)C[C@H]2C1=O ?
HEK cytotox: -11%; GPT2 inhibitor: inactive; IP6K1 inh: -2; HEK293 viab: 2%; SNCA expr inhib: 25%; NIH3T3 tox: -20%; FLuc inh: 8%

What do the screens show for `C=CCOC(=O)C1=C(C)N=C2SC=C(CC(=O)NCc3ccc(F)cc3)N2C1c1ccccc1C` (stereo not drawn)?
HEK cytotox: inconclusive; GPT2 inhibitor: inconclusive; IP6K1 inh: 13; HEK293 viab: -2%; SNCA expr inhib: -20%; NIH3T3 tox: inconclusive; FLuc inh: -12%

How did COc1ccccc1CN1CCNc2cnc(Nc3ccccc3)cc2C1 do in these assays?
HEK cytotox: 89µM*; GPT2 inhibitor: inconclusive; IP6K1 inh: -19; HEK293 viab: -19%[87.6 µM]; SNCA expr inhib: -19%[87.6 µM]; NIH3T3 tox: inconclusive; FLuc inh: 3%[172 µM]

How did COc1cccc(C(=O)N2CCC(C(=O)N3CCC(c4nc5ncccc5[nH]4)CC3)C2)c1 (stereo not drawn) do in these assays?
HEK cytotox: 1%; GPT2 inhibitor: inactive; IP6K1 inh: -8; HEK293 viab: -1%; SNCA expr inhib: -9%; NIH3T3 tox: -12%

What do the screens show for `CCN[C@@H]1C[C@H](N)[C@@H](OC2OC(CN)=CCC2N)[C@H](O)[C@H]1O[C@H]1OC[C@](C)(O)[C@H](NC)[C@H]1O` (stereo partly drawn)?
GPT2 inhibitor: inactive[0.698 µM]; IP6K1 inh: 27; HEK293 viab: 4%[0.225 µM]; SNCA expr inhib: 13%[0.232 µM]

How did O=C(c1cncnc1)N1C[C@@H](COCC2CC2)[C@H](c2ccccn2)C1 do in these assays?
HEK cytotox: inactive; GPT2 inhibitor: inactive; IP6K1 inh: 22; HEK293 viab: -1%; SNCA expr inhib: -8%; NIH3T3 tox: -7%; FLuc inh: 1%
